# Source: PubChem
# Rpn11 inh = Rpn11 (PSMD14) deubiquitinase inhibitors, primary screen, biochemical, fluorescence polarization, uHTS; 26S proteasome non-ATPase regulatory subunit 14 (Homo sapiens), O00487; human 26S proteasome, Ub4-pepOG fluorescence polarization; 20S core pre-blocked with epoxomicin; calls only at 20 µM; 360,000 tested, 0.59% active;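 active means inhibition at 20 µM, scaled to each plate's controls, above about 33%, limit read from the data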
# Target sequence (O00487 whole entry, looked up): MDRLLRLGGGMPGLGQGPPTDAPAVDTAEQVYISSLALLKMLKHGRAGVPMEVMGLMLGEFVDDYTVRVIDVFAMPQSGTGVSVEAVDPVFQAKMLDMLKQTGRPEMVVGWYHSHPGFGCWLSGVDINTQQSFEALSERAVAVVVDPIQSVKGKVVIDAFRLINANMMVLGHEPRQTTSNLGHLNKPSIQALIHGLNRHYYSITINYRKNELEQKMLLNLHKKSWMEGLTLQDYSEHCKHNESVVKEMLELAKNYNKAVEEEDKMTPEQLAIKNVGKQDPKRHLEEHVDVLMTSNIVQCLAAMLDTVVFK
# FAS TE block = FAS thioesterase domain inhibitors, primary screen, biochemical, fluorescence intensity, uHTS | 360,000 tested, 0.67% active | Fatty acid synthase (Homo sapiens), P49327 | inhibition, % at 15 µM | recombinant FAS-TE, OMFH fluorogenic substrate, fluorescence endpoint;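 active means compounds whose normalised, plate-corrected inhibition of enzyme fluorescence in the single-dose primary screen is 50% or more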;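 further: 0% = DMSO with enzyme and 100% = substrate without enzyme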
# Rin1 Abl inh = inhibitors of Rin1-Abl protein binding, primary screen, biochemical, TR-FRET | inhibition, % at 7.35 µM | Tyrosine-protein kinase ABL1 (Homo sapiens) + Ras and Rab interactor 1 (Homo sapiens), … | 360,000 tested, 0.4% active; in the data active means inhibition above about 5%, passing the limit was not always enough
# Neddyl block = inhibitors of cullin neddylation, primary screen, biochemical, TR-FRET, uHTS, NAE and Ubc12 | 360,000 tested, 0.58% active | AID 651699, 2012 | calls only at 25 µM; in the data active means inhibition above about 36%
# NadD inh = inhibitors of S. aureus NadD, primary screen, biochemical, colorimetric, uHTS; purified NadD enzyme, colorimetric absorbance read-out; inhibition, % at 20 µM; 360,000 tested, 0.78% active; in the data active means inhibition above about 26%; further: some compounds past the cut are filed as inactive
# MT1-MMP act inh = blockers of MT1-MMP proenzyme processing, primary screen, HT1080 RFP-PRO-GFP cells, GFP/RFP fluorescence | Matrix metalloproteinase-14 (Homo sapiens), P50281 | GFP/RFP ratio fluorescence, overnight; percent of plate control window, DMSO zero | GFP/RFP ratio change, % at 20 µM | 360,000 tested, 0.061% active;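 active means GFP/RFP ratio change of at least 30% with cell ATP level not reduced by more than half and red fluorescence within 50% of control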; further: strong numbers were not always called active
#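 Assay system: HT1080 RFP-PRO-GFP cells | Dosing: 20 µM single dose, 1% DMSO | Incubation: Cells overnight before dosing, compound overnight, 37 °C, 5% CO2 | Evaluation: GFP/RFP fluorescence ratio | Control set: DMSO-only wells and HT1080 RFP-L50D-GFP cell wells as references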
# PABP1 MLLE inh = inhibitors of PABP1 MLLE–PAM2 peptide binding, primary screen, biochemical, fluorescence polarization, FITC-PAM2, GST-MLLE | inhibition, % at 20 µM | 360,000 tested, 0.36% active | AID 588489, 2011; in the data active means inhibition above about 35%, passing the limit was not always enough;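 further: plate controls were DMSO wells with GST-MLLE for no effect and wells lacking GST-MLLE protein for full effect; some results filed as inactive read as strong as hits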
# CSN deneddyl inh = inhibitors of CSN-mediated cullin deneddylation, primary screen, biochemical, fluorescence polarization, uHTS; COP9 signalosome complex subunit 5 (Homo sapiens), Q92905; Purified CSN, SCF-Nedd8-OG deneddylation; AID 651999, 2013; inhibition, % at 12.5 µM; 360,000 tested, 0.38% active;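 active means pattern-corrected inhibition above about 35%, with an unprinted fluorescence ratio check between 0.5 and 1.5, limit read from the data, passing the limit was not always enough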;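 further: 0% = enzyme with substrate and 100% = substrate without enzyme; some results filed as inactive read as strong as hits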
# Target sequence (Q92905 whole entry, looked up, one chain of several): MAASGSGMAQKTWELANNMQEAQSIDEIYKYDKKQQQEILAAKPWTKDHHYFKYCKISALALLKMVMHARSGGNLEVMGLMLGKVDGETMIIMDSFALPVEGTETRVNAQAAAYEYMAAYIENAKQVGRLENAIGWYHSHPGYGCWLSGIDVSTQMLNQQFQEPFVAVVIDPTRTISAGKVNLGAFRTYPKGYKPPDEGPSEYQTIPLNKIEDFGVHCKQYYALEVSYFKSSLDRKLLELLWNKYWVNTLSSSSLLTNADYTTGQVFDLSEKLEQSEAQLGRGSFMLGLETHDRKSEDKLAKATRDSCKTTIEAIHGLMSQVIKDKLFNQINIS
#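 Assay system: HEK293T-derived human Csn5 enzyme; quantity: 0.24 nM enzyme; medium: Tris/NaCl/DTT buffer, pH 7.5; also added: substrate SCFSkp2-Nedd8OG, 10 nM; doses: 12.5 µM compound; schedule: 90 min reaction at room temperature; signal: FP; read-out: % inhibition of substrate cleavage by Csn5; benchmarks: substrate-only high control, full reaction low control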
# SKN-1 block = suppressors of acrylamide-induced Pgst-4::GFP reporter in worms, primary screen, SKN-1 inhibitor project, whole organism, uHTS, GFP/RFP fluorescence ratio, strain VP596 | C. elegans VP596 Pgst-4::GFP/RFP ratio, 24 h | inhibition, % at 21.8 µM | 360,000 tested, 0.49% active | AID 624304, 2012;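 active means interference check ratio from 0.5 to 1.5 plus GFP to RFP signal ratio inhibition reaching or exceeding a fixed threshold, cut at about 30% in these data, passing the limit was not always enough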; further: some compounds called inactive have numbers as strong as hits
# * marks the source's active call; other numbers are inactive results; i = inactive; . = not tested or not shown; + = active, no number. Not a hit list. About 3.9% of those tested had a hit in this group.
Molecule	Rpn11 inh	FAS TE block	Rin1 Abl inh	Neddyl block	NadD inh	MT1-MMP act inh	PABP1 MLLE inh	CSN deneddyl inh	SKN-1 block
Cc1[nH]c2ccccc2c1C(=O)COC(=O)c1c(-c2ccccc2)noc1C	i	38	4	i	-6	0	-8	2	11
COc1ccc(-c2cnnn2-c2ccc(NC(=O)/C=C/c3ccc(OC)c(OC)c3)cc2)cc1	i	5	2	i	3	4	1	-18	0
COc1ccc(C#Cc2ccc3c(c2)O[C@@H](CN(C)C(=O)Nc2cccc(OC)c2)[C@H](C)CN([C@@H](C)CO)S3(=O)=O)cc1	+	34	-2	.	-4	-6	-9	9	11
Cc1ccc(/C=C/c2nc3ccccc3s2)s1	i	15	-4	i	2	-16	-31	4	-6
O=C(O)Cn1cc(/C=C2\SC(=O)N(c3ccccc3)C2=O)c2ccccc21	i	0	2	i	1	0	5	-8	18
COc1ccc(N(C(=O)c2ccco2)S(=O)(=O)c2ccccc2)cc1	i	6	1	i	-7	-3	8	-1	11
CC(NC(=O)COC(=O)CN1C(=O)c2ccccc2C1=O)c1ccccc1 (stereo unspecified)	i	-6	0	i	8	0	-32	-5	10
CC(C)NC(=S)NN(c1ccccc1)c1ccccc1	i	2	-1	i	-4	-3	24	0	-13
CCOc1cc2[nH]c(=O)n(CCCN3CCCC3=O)c(=O)c2cc1OCC	i	-7	5	i	-1	23	-1	-2	-10
Nc1nc(-c2ccc(Cl)cc2)nc(-c2ccc(Cl)cc2)n1	i	2	-6	i	4	8	0	-1	16
CCCn1c(SCC(=O)NCCc2ccccc2)nnc1-c1cccnc1	i	-4	-1	i	3	5	1	-2	3
CC(C)Oc1ccc(/C(O)=C2/C(=O)C(=O)N(CCN(C)C)C2c2cccs2)cc1 (stereo unspecified)	i	-9	-4	i	0	-1	-7	-8	-1
Cn1nccc1C(=O)Oc1ccc(/C=N/NC(=O)c2ccccc2O)cc1	i	-3	-1	i	3	4	-16	0	6
ClC1(Cl)CC1CSc1nnc(-c2ccncc2)o1 (stereo unspecified)	i	-1	-2	i	3	-10	-65	0	5
CC1=C(C(=O)Nc2ccccc2)C(c2coc3ccccc3c2=O)C2=C(CCCC2=O)N1 (stereo unspecified)	i	1	-1	i	3	0	8	-3	12
CCCC(=O)NC(=S)Nc1ccccc1C(F)(F)F	i	1	1	i	-3	3	17	-3	-32
CC(=O)N1CCN(c2ccccc2NC(=O)COc2ccc(Br)cc2)CC1	i	2	4	i	-12	-6	1	3	14
O=C(c1ccccc1)N1CCSc2sccc2C1=O	i	-1	-7	i	3	2	10	6	-1
O=C(CSc1nnc(COc2ccccc2)o1)NCCc1ccccc1	i	-7	2	i	-1	6	10	3	-10
Nc1nnnn1/N=C/c1ccccc1	i	-3	5	i	-2	-4	-1	3	-24
Cn1c(SCC(=O)N/N=C/c2ccc([N+](=O)[O-])s2)nnc1-c1ccccc1	i	-65	-5	i	1	3	-15	6	-6
CC(NC(=O)CN1C(=O)NC2(CCCCCC2)C1=O)c1ccccc1 (stereo unspecified)	i	-8	0	i	-4	2	5	-6	5
O=S(=O)(c1cccnc1)N1CCn2cccc2C1c1ccccc1F (stereo unspecified)	i	-3	-2	i	-5	-5	4	3	7
CCOCCCNc1nc(=S)[nH]c2cc(OC)c(OC)cc12	i	-5	-2	i	-5	4	-106	-1	24
O=C(Nc1ccc(-c2n[nH]c(=S)o2)cc1)c1ccccc1	i	-4	2	i	-9	-4	-42	-1	12
COc1cc(C(=O)NCCN2CCOCC2)cc(OC)c1OC	i	-8	-1	i	0	5	-4	2	-2
CC(=O)Nc1c(C(=O)O)[nH]c2ccccc12	i	-3	1	i	-5	5	-19	-4	-2
CCC(C)(NC(=O)Cc1c[nH]c2ccccc12)C(=O)NC1CCCCC1 (stereo unspecified)	i	-7	-2	i	-4	0	-3	-6	8
O=C(Nc1ccc2c(c1)OCCO2)N1CCOCC1	i	-7	-2	i	-3	1	3	-2	2
CCCn1c2c(c(O)c(C(=O)Nc3nccs3)c1=O)CCCC2	i	12	-1	i	13	-1	5	3	-3
COC(=O)c1cc2c(=O)c3ccccc3oc2nc1/C=C/N(C)C	+	-154	2	i	-9	-50	-96	77*	-7
CSc1ccc(CN2CCN(CCC(C)C)C(CCO)C2)cc1 (stereo unspecified)	i	0	-3	i	-7	3	-7	3	-3
Cc1ccc(Sc2ccc(CO)cc2[N+](=O)[O-])cc1	i	38	3	i	-6	-2	-12	1	0
CC1CCCCN1Cc1nc2c(c(=O)n(C)c(=O)n2C)n1CCc1ccccc1 (stereo unspecified)	i	0	1	i	-3	2	1	-1	20
O=C(Nc1cccc(F)c1)C1CCCCC1	i	-4	0	i	-2	3	3	-1	20
C/C(=N\NC(=O)C(=O)Nc1ccc(C)cc1)c1ccncc1	i	-5	-1	i	-3	-1	-4	0	2
CN(NS(=O)(=O)c1ccc(Br)cc1)c1nc(C(F)(F)F)nc2ccccc12	i	4	-1	i	10	0	-3	0	17
O=C(NCCS(=O)(=O)N1CCN(c2ccccc2F)CC1)c1ccc(Cl)cc1	i	-2	2	i	-5	4	2	2	1
O=C1NC[C@H](Cc2ccccc2)N(CC2CCN(CCCC3CCCC3)CC2)C1=O	i	-8	1	i	0	2	0	-3	-7
Cc1cc(C(=O)OCC(=O)Nc2cccc(S(=O)(=O)N(C)C)c2)c(C)o1	i	2	-1	i	-7	0	-4	3	3

# Taken from the entries so far (12 entries):
Molecule	Rpn11 inh	FAS TE block	Rin1 Abl inh	Neddyl block	NadD inh	MT1-MMP act inh	PABP1 MLLE inh	CSN deneddyl inh	SKN-1 block
O=C(Nc1ccc2c(c1)OCCO2)N1CCOCC1	i	-7	-2	i	-3	1	3	-2	2
CCCn1c2c(c(O)c(C(=O)Nc3nccs3)c1=O)CCCC2	i	12	-1	i	13	-1	5	3	-3
COC(=O)c1cc2c(=O)c3ccccc3oc2nc1/C=C/N(C)C	+	-154	2	i	-9	-50	-96	77*	-7
CSc1ccc(CN2CCN(CCC(C)C)C(CCO)C2)cc1 (stereo unspecified)	i	0	-3	i	-7	3	-7	3	-3
Cc1ccc(Sc2ccc(CO)cc2[N+](=O)[O-])cc1	i	38	3	i	-6	-2	-12	1	0
CC1CCCCN1Cc1nc2c(c(=O)n(C)c(=O)n2C)n1CCc1ccccc1 (stereo unspecified)	i	0	1	i	-3	2	1	-1	20
O=C(Nc1cccc(F)c1)C1CCCCC1	i	-4	0	i	-2	3	3	-1	20
C/C(=N\NC(=O)C(=O)Nc1ccc(C)cc1)c1ccncc1	i	-5	-1	i	-3	-1	-4	0	2
CN(NS(=O)(=O)c1ccc(Br)cc1)c1nc(C(F)(F)F)nc2ccccc12	i	4	-1	i	10	0	-3	0	17
O=C(NCCS(=O)(=O)N1CCN(c2ccccc2F)CC1)c1ccc(Cl)cc1	i	-2	2	i	-5	4	2	2	1
O=C1NC[C@H](Cc2ccccc2)N(CC2CCN(CCCC3CCCC3)CC2)C1=O	i	-8	1	i	0	2	0	-3	-7
Cc1cc(C(=O)OCC(=O)Nc2cccc(S(=O)(=O)N(C)C)c2)c(C)o1	i	2	-1	i	-7	0	-4	3	3

# (more compounds)
Molecule	Rpn11 inh	FAS TE block	Rin1 Abl inh	Neddyl block	NadD inh	MT1-MMP act inh	PABP1 MLLE inh	CSN deneddyl inh	SKN-1 block
O=C(c1ccco1)N1CCN(S(=O)(=O)c2ccc(Cl)s2)CC1	i	-1	1	i	-3	1	-2	-2	10
Cc1cc(C)n(-c2nc3ccccc3c(=O)n2OCC(N)=O)n1	i	-3	-4	i	3	6	-8	1	-4
CCOc1ccc(OCC)c(NC(=O)c2ccc(CNc3c(N4CCOCC4)c(=O)c3=O)cc2)c1	i	-3	0	i	11	17	-4	0	18
Cc1ccsc1C(=O)NC1CCCN(Cc2ccc(Cl)cc2)C1 (stereo unspecified)	i	13	-1	i	4	-3	1	1	2
Cc1cc2cc(CNC(=O)Nc3ccccc3)ccc2[nH]1	i	-3	7	i	49*	23	30	-2	26
O=C(Nc1ccccc1)N1CCn2c1nc1ccccc12	i	9	0	i	1	6	7	-1	18
COC(=O)c1[nH]c(C)c(/C(O)=C2\C(=O)C(=O)N(CCN(C)C)C2c2ccco2)c1C (stereo unspecified)	i	-6	-3	i	0	-3	11	-3	7
O=C(C(Cc1ccccc1)n1cccc1)N1CCCCC1 (stereo unspecified)	i	-5	-2	i	-2	2	-1	-3	1
Cc1cc(S(=O)(=O)NC2CCCC2)ccc1F	i	2	0	i	-8	3	6	0	9
CC(C)(C)C1=C[C@@H](CO)C[C@@H](CO)C1	i	-3	-2	i	-2	1	-4	-3	5
O=C(Cc1ccc(S(=O)(=O)N2CCOCC2)s1)N1CCN(c2cccc(C(F)(F)F)c2)CC1	i	16	-5	i	1	2	-8	0	-1
CCCCn1c(CCC(=O)O)nc2cc(S(=O)(=O)N(C)C)ccc21	i	-3	-2	i	9	0	8	2	13
O=C(N/C(=C\c1ccco1)C(=O)N1CCOCC1)c1ccco1	i	-9	0	i	1	-3	32	-6	13
C=CCn1cccc(C(=O)Nc2ccc(SC)cc2)c1=O	i	0	-1	i	-8	-1	12	-2	-6
Cc1ccccc1N(C(=O)Cn1nnc(-c2cccs2)n1)C(C(=O)NCCC(C)C)c1ccco1 (stereo unspecified)	i	20	0	i	1	-19	7	3	15
Cc1ccccc1NC(=O)CSc1cn[nH]n1	i	-4	2	i	1	0	0	-3	3
CC1=Nc2ccc(C)cc2/C1=C/c1c(N)n2c(S(=O)(=O)C(C)C)nsc2nc1=O	i	5	-3	i	9	2	-6	0	19
COc1ccc2c(c1)-c1c(ssc1=S)C(C)(C)N2	i	12	0	i	0	-12	13	4	22
COc1ccc(Nc2ncc3c(n2)CC(c2ccc(OC)cc2)CC3=O)cc1 (stereo unspecified)	i	7	-3	i	2	-1	21	3	3
CCOc1ccc(N=Cc2c(C)[nH]n(-c3nc4ccccc4[nH]3)c2=O)cc1	i	-21	-1	i	15	11	16	14	2
